Assay outcomes deposited in PubChem BioAssay by several laboratories.
Fam108B inh = blocks mouse Fam108B hydrolase in RBBP9 counter-screen. hit rate 0.33% among 300,000. inhibition, % at 9.51 µM. recombinant Fam108B, FP-Rh probe fluorescence polarization. AID 1947;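 active = inhibition above the screen mean inhibition plus 3 SD, computed separately per campaign, cut at about 18% in these data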;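 also: inhibitors lower polarization as less probe binds the enzyme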
VLA-4 inh = inhibition in a human VLA-4 binding assay; VLA-4 expressing cells, ligand binding flow cytometry; inhibition, % (about 7 µM as worked out from the volumes in the protocol); hit rate 0.2% among 330,000; AID 2557; in the data active = inhibition above about 50%
Target sequence (P13612 whole entry, looked up): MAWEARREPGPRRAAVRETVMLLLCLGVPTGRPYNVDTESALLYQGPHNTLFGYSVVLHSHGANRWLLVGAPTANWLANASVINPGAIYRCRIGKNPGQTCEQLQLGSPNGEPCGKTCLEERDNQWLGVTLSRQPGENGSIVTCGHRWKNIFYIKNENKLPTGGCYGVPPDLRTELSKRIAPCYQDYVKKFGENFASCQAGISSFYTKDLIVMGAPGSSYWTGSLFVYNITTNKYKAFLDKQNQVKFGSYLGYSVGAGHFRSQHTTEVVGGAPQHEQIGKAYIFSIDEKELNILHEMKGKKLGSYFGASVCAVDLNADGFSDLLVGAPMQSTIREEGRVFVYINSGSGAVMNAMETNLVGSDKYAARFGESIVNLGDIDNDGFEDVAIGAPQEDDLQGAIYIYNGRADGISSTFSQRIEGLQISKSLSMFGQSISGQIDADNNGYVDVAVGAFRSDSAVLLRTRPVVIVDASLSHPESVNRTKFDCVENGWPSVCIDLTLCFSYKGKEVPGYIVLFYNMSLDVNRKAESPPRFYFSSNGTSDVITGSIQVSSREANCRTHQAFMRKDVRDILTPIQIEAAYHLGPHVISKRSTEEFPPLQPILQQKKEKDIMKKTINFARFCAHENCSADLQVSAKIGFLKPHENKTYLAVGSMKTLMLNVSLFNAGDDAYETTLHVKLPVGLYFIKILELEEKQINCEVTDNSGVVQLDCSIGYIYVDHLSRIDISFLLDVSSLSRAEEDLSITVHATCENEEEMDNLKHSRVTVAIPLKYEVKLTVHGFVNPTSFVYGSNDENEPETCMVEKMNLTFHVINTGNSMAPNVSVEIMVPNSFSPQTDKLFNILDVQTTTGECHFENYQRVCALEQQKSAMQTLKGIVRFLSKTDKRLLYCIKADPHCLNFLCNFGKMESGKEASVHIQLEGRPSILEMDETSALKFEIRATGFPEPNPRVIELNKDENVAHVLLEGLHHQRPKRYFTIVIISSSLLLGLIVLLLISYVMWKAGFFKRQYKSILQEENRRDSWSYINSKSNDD
MEX-5 binding = C. elegans MEX-5 TCR-2 RNA binding activity. hit rate 0.38% among 300,000. Q9XUB2. MEX-5/FITC-TCR2 RNA binding, fluorescence polarization; active compounds read low. activity score (negative = inhibition of binding), % at 10 µM;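 active = inhibition past about -25% in most replicates, and total fluorescence under double the plate's negative control median, limit read from the data; inconclusive = replicates evenly split on the limit, or fluorescence at least double controls; inactive = too little inhibition in most replicates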;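 also: 0% = DMSO and -100% = 5 µM competing unlabeled TCR2 RNA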
GLD-1 RNA inh = GLD-1-TGE RNA interaction inhibition (C. elegans); hit rate 0.44% among 320,000; purified GLD-1 + fluorescein TGE RNA, fluorescence polarization; AID 2280; inhibition, % at 5.96 µM;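 active = percent inhibition above a per-plate cutoff, the plate mean of test compounds plus 3 SD, cut at about 30% in these data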;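 also: 0% = DMSO wells with GLD-1 and probe and 100% = wells lacking GLD-1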
BCLXL inh = inhibitors of human Bcl-xL; Q07817; GST-Bcl-xL / FITC-Bim BH3 peptide fluorescence polarization; inhibition, % at 10.9 µM; hit rate 0.7% among 320,000; AID 2129;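 active = inhibition above the mean of all tested compounds plus 3 SD, cutoff set per campaign, cut at about 30% in these data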;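 also: 0% = DMSO wells and 100% = unlabeled Bim-BH3 peptide competitor; inhibitors lower millipolarization by displacing the labeled peptide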
Efflux pump mplx = blocks antifungal efflux pumps in multiplex yeast assay. AID 485275. inhibition, % at 10 µM. hit rate 0.44% among 330,000. S. cerevisiae Candida pump triplex, Nile Red efflux;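 active = plate passing quality check with inhibition over a set limit, or well fluorescence over plate mean plus 4 SD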;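 also: Nile Red retained in pooled yeast measured as flow cytometry median fluorescence; 0% = buffer negative control and 100% = Enniatin B positive control; higher means more Nile Red kept so more efflux inhibition; some compounds called inactive have numbers as strong as hits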
GRK2 inh = human GRK2 inhibition via aptamer displacement; P25098; bead flow cytometry, FAM-aptamer displacement from GRK2; inhibition of aptamer binding, % at 10 µM; hit rate 0.59% among 330,000;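 active = inhibition of aptamer binding above 40%, roughly 3 SD of noise, on plates passing a quality check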;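 also: median bead fluorescence of bound FAM aptamer so fluorescent compounds give negative values; no value below 0 was filed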
PME-1 primary = blocks human protein phosphatase methylesterase 1; inhibition, % at 5.9 µM; AID 2130; recombinant PME-1, FP-Rh probe fluorescence polarization; Q9Y570; hit rate 0.53% among 320,000;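 active = inhibition above the campaign mean of all compounds plus 3 SD, cut at about 26% in these data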;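 also: competitive labeling of PME-1 active site by serine hydrolase directed probe; 0% = PME-1 with DMSO and 100% = wells lacking PME-1 enzyme; inhibitors block probe labeling so polarization falls and inhibition rises; many of its hits are not listed in these tables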
MCL1-BIM inh = MCL1-BIM-BH3 interaction inhibition (human) | inhibition, % at 10.9 µM | GST-MCL1 / FITC-Bim-BH3 fluorescence polarization | Q07820 | hit rate 0.68% among 320,000;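 active = inhibition above the mean inhibition of all tested compounds plus 3 SD, set per campaign, cut at about 40% in these data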;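 also: 0% = DMSO wells and 100% = unlabeled Bim-BH3 peptide control; higher means more loss of mP so more displacement of Bim peptide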
* marks the source's active call; other numbers are inactive results; ? = inconclusive; . = not tested or not shown; + = active, no number. Only part of the results is shown (hit frequency here may not be typical).

SMILES	Fam108B inh	VLA-4 inh	MEX-5 binding	GLD-1 RNA inh	BCLXL inh	Efflux pump mplx	GRK2 inh	PME-1 primary	MCL1-BIM inh
COc1ccccc1C(=O)C1CCCN(Cc2cnc(C)s2)C1 (centres undefined)	-1.9	-2.1	-4.7	4.4	5.3	-0.1	5.0	-4.3	9.4
O=c1cc(C2CCNCC2)[nH][nH]1	1.6	-1.4	0.7	0.9	6.3	-0.1	0.0	-8.4	-2.1
CCC12CN3CCN(CC(C3)/C1=N/NC(N)=O)C2	9.7	-2.2	0.2	0.3	8.8	-0.1	3.0	-2.5	7.1
CN1C2CCC1CC(OC(=O)c1cc(Cl)cc(Cl)c1)C2 (centres undefined)	-4.4	92.7*	0.7	5.6	-0.8	0.0	0.0	3.7	-7.1
O=c1[nH]c(=S)n(C2CC2)c(O)c1/C=N/Nc1ccccc1	4.7	0.0	.	-6.8	7.3	-0.3	3.0	-4.2	5.2
C[C@]12CCC3C(C(=O)C[C@H]4C[C@@H](O)CC[C@]34C)C1CCC2=O (some centres undefined)	.	1.9	.	-6.8	.	0.0	0.0	.	.
C[C@H]1CCC/C=C/C2C[C@H](O)CC2[C@H](O)/C=C/C(=O)O1 (some centres undefined)	-4.8	5.1	0.8	-2.6	1.6	0.1	3.0	-3.6	-5.8
CCOC(=O)C1CCN(Cc2ccc(Cl)nc2)CC1	-0.5	12.8	-1.9	-0.8	-5.2	0.2	1.0	5.8	-9.8
CCCCCCn1c(=O)c(C(=O)Nc2nnc(C)s2)c(O)c2ccccc21	0.6	13.4	0.4	-2.8	3.1	0.0	7.0	0.8	10.3
O=S(=O)(NC1CCCC1)OCC(Cl)(Cl)Cl	-3.6	21.2	-1.3	3.3	2.3	-0.1	0.0	2.4	16.9
Cc1ccc(N=Cc2c(O)n(C)c(=O)n(C)c2=O)cc1	-0.2	-5.5	2.1	-0.3	0.6	-0.1	1.0	-6.2	3.1
Nc1nnc(P(c2ccccc2)c2ccccc2)s1	-1.1	-1.3	2.0	0.2	-1.5	0.0	1.0	-0.7	5.2
COc1ccc2c(C)c(CCC(=O)N3C[C@H]4C[C@@H](C3)c3cccc(=O)n3C4)c(=O)oc2c1	-3.2	4.5	2.0	-3.5	5.2	-0.1	1.0	1.8	1.5
COC(=O)C1=C(c2ccc(F)cc2OCc2ccccc2)C[C@@H]2CC[C@H]1N2C(=O)NCc1ccc(N(C)C)cc1	.	-6.4	.	-1.8	5.8	-0.1	0.0	4.3	9.0
CN1C2c3ccccc3C3C4c5ccccc5C(C31)C(C2[N+](=O)[O-])N4C (centres undefined)	0.0	-12.8	0.6	6.5	4.9	-0.1	0.0	5.8	-4.3
CN(C)C(=O)O/N=C(\N)COc1ccc(C(C)(C)C)cc1	-2.1	0.1	0.4	4.5	-3.0	0.1	0.0	5.6	4.3
CN(C)CC1CCCCC1OC(=O)Cc1ccc(Cl)c([N+](=O)[O-])c1 (centres undefined)	2.4	-95.5	0.0	-1.2	-9.0	-0.2	1.0	1.6	-15.7
O=Cc1c(C(=O)O)n(Cc2ccccc2F)c2ccccc12	2.7	-8.6	0.0	-1.2	1.2	0.1	1.0	2.7	2.6
O=c1nc(/C=C/c2ccc(Cl)cc2Cl)cc(C(F)(F)F)[nH]1	.	-2.6	0.6	.	.	-0.1	2.0	.	.
C/C=C(\C)C(=O)OC1C(C)=C2C(C1OC(=O)CCCCC)C(C)(OC(C)=O)CC(OC(=O)CCC)C1(O)C2OC(=O)C1(C)O (centres undefined)	-8.8	-19.8	0.9	10.6	0.7	0.1	2.0	-3.9	3.2
CNC(=S)N1CC2CC(C1)c1cccc(=O)n1C2 (centres undefined)	-2.6	3.4	1.8	-0.7	10.3	0.0	1.0	1.2	4.6
CNc1ccc2oc(C[C@H]3O[C@@]4(CC[C@H]3C)O[C@H]([C@H](C)C(=O)c3ccc[nH]3)[C@H](C)C[C@H]4C)nc2c1C(=O)O	1.2	-47.0	-2.0	9.7	9.6	0.5	0.0	0.1	21.0
Cc1nnc2ccc(-c3cccc(C(F)(F)F)c3)nn12	1.7	63.2*	0.1	6.9	-0.5	0.0	2.0	0.8	2.4
COP(=O)(OC)C(O)C(Cl)(Cl)Cl (centres undefined)	-2.5	-13.3	.	4.2	-2.4	-0.1	0.0	4.4	-2.0
C=CCN1CCC2(C)c3cc(O)ccc3CC1C2C (centres undefined)	-0.4	17.1	0.3	11.7	-1.4	0.0	0.0	0.5	11.2
CC(=O)N1N=C2C3CCN(CC3)C2C1c1ccc(Br)cc1 (centres undefined)	2.2	-1.7	-6.2	0.6	-1.2	-0.1	1.0	-0.1	2.4
COC(=O)C(O)(c1ccc(NC(=O)c2cccs2)cc1)C(F)(F)F (centres undefined)	-1.3	25.1	.	0.2	8.1	0.1	0.0	1.3	11.0
CN(C)CCN(CC1CCCN(Cc2ccccc2F)C1)C(=O)Cc1ccccc1F (centres undefined)	-3.1	-8.0	0.4	-0.8	-1.3	-0.1	0.0	-5.1	6.0
Nc1ccc2ccc3cccc[n+]3c2c1	5.1	-151.5	?	62.8*	+	3.8*	52.0*	3.6	+
CCN(CC)C(=O)c1ccc(NC(=O)CCCSc2ccccc2)cc1	-0.3	4.6	1.2	9.7	6.5	0.1	3.0	-7.5	6.0
CC(C)Sc1nnc([C@@H](N)Cc2ccccc2)o1	0.5	30.6	-1.9	3.6	4.7	-0.1	2.0	-0.6	4.8
CCN(CC(=O)Nc1ccc(NC(C)=O)cc1)C(=O)CSC(c1ccccc1)c1ccccc1	.	-4.3	.	3.5	1.7	0.3	0.0	3.3	2.7
COC(=O)C1=C(c2ccc(C(C)=O)cc2)C[C@@H]2CC[C@H]1N2C(=O)NCc1ccc(C(F)(F)F)cc1	.	-17.9	.	1.3	5.1	0.1	1.0	8.4	3.9
COc1ccc(O)c(C(C)(C)C)c1	5.0	34.5	0.7	5.1	0.1	-0.1	0.0	-1.8	-3.8
Cn1cccc1/C=C1/C(=O)NC(=O)N(Cc2ccc(F)cc2)C1=O	9.6	39.0	-0.5	-7.3	-2.3	0.0	0.0	0.4	3.2
Clc1ccc(C(c2ccccc2)c2ncc[nH]2)cc1 (centres undefined)	0.5	3.5	1.2	4.1	4.9	1.3	.	8.7	6.4
COc1ccc2cc(C(=O)C3CCCN(C4CCOCC4)C3)ccc2c1 (centres undefined)	0.3	5.4	0.5	-5.4	7.0	0.5	0.0	-0.1	7.7
COC(=O)C1=C(c2ccc(F)cc2OCc2ccccc2)C[C@@H]2CC[C@H]1N2C(=O)N1CCOCC1	.	17.2	.	0.5	-6.5	0.2	4.0	-0.3	-5.1
CCOC(=O)CC1=C(C(=O)OCC)C2(C(=O)Nc3ccccc32)C(C#N)=C(N)O1 (centres undefined)	3.8	15.1	1.5	6.2	3.6	-0.1	1.0	4.6	3.6
O=C(COC(=O)Cc1ccccc1)Nc1nnc(-c2ccccc2)o1	-2.3	19.1	-1.1	1.0	-5.3	0.1	0.0	2.2	-8.5
COc1ccc(-n2c(O)c(/C=C3\C=Nc4ccc(Br)cc43)c(=O)[nH]c2=O)c(OC)c1	6.4	7.8	-7.2	-17.9	-13.1	0.0	0.0	-2.4	-26.9
OC(CNC1CCCCC1)c1ccccc1 (centres undefined)	0.2	-1.6	1.3	-0.8	1.4	0.2	0.0	-6.4	4.0
C/C(=N\N1CCN(C)CC1)c1c(O)n(Cc2ccccc2)c(=O)[nH]c1=O	0.6	12.8	0.8	2.0	0.7	0.0	2.0	-0.2	-1.2
CCSP1(=S)N=C(N2CCOCC2)C(C#N)=C2CCCN21 (centres undefined)	-2.7	-2.8	-2.2	6.3	1.7	0.0	0.0	0.7	7.1
CCOC(=O)C1CCN(/C=C2/C(=O)NC(=O)N(c3cccc(C)c3C)C2=O)CC1	-0.7	5.6	1.1	-1.1	-0.4	0.0	1.0	0.3	-6.4
Cc1nc2ccc(Cl)cc2c(-c2ccccc2)c1C(=O)O	-0.6	-4.5	2.3	6.8	2.6	1.0	0.0	6.8	0.6
CN1CCN(Cc2cn(C)c3ccccc23)CC1CCO (centres undefined)	0.8	15.8	-0.3	3.1	3.0	0.1	2.0	-0.8	10.8
CC(=O)Nc1ccc([As](=O)(O)c2ccc([N+](=O)[O-])cc2)cc1	-2.4	-4.2	-1.3	2.1	7.0	0.0	3.0	-6.6	4.8
Cn1cc(C=C2C(=O)NC(=O)NC2=O)c2ccccc21	-2.3	6.5	?	6.0	+	0.2	0.0	2.1	+
CCOCC(=O)NC1CCSC1=O (centres undefined)	-2.5	-34.4	0.0	0.6	7.2	0.0	1.0	-8.4	0.7
Cc1cc(OCc2nn[nH]n2)c2c3c(c(=O)oc2c1)CCC3	5.5	-13.7	0.1	3.2	-10.3	0.0	5.0	-2.6	-11.9
Cc1ccc(OCC(=O)N2CCN(C3CCC(c4ccccc4)CC3)CC2)cc1 (centres undefined)	-4.7	15.8	0.6	6.6	1.4	-0.1	1.0	-3.7	1.5
CC(=O)c1c(C)n(CCCOC(C)C)c2ccc(O)cc12	2.6	-1.8	-1.3	6.6	2.8	0.0	1.0	2.7	0.9
COc1ccccc1-n1c(-c2ccccc2F)nc2ccccc2c1=O	8.9	-4.2	-0.5	-7.0	5.9	-0.1	2.0	4.5	1.4
O=c1[nH]c(=S)n(CCC2=CCCCC2)c(O)c1C=NCc1cccnc1	1.6	0.0	-0.4	-3.7	1.6	-0.1	0.0	-4.9	5.6
COc1ccc(CC2C(=O)NC(=O)N(c3ccccc3)C2=O)c(OC)c1 (centres undefined)	4.1	-3.4	-2.5	0.4	12.3	0.2	2.0	1.9	15.5
O=c1[nH]c(=S)n(Cc2ccc(F)cc2)c(O)c1C=NCc1ccc2c(c1)OCO2	-2.6	4.5	-3.4	2.8	2.4	-0.1	2.0	-4.2	9.9
COC(=O)C1=C(c2ccc(F)cc2OCc2ccccc2)C[C@@H]2CC[C@H]1N2C(=O)N1CCCC1	.	4.0	.	-5.2	0.8	0.2	0.0	4.9	7.9
C[C@@H]1CC[C@@]2(NC1)O[C@H]1C[C@H]3[C@@H]4CC=C5C[C@@H](O)CC[C@]5(C)[C@H]4CC[C@]3(C)[C@H]1[C@@H]2C	11.8	-8.7	1.7	3.4	-2.5	-0.1	6.0	1.6	1.8
O=C(COC(=O)c1ccc(O)cc1)Nc1ccc(Cl)cc1C(=O)c1ccccc1	-4.7	19.7	-3.2	3.4	1.7	0.1	0.0	-11.6	-4.5
The results go on.
SMILES	Fam108B inh	VLA-4 inh	MEX-5 binding	GLD-1 RNA inh	BCLXL inh	Efflux pump mplx	GRK2 inh	PME-1 primary	MCL1-BIM inh
CNC(=S)NC1CC2CCCC(C1)N2CC(C)C (centres undefined)	-0.8	4.5	2.4	7.8	6.4	-0.1	1.0	-0.4	6.2
O=C(CCC(=O)N1CC2C[C@@H](C1)Cn1c2cccc1=O)NCCc1ccccc1	-2.6	-1.0	-1.8	1.6	4.0	0.0	2.0	-6.1	5.2
O=Cc1c(C(=O)O)n(Cc2ccc(F)cc2Cl)c2ccccc12	.	5.3	-2.6	.	.	0.0	3.0	.	.
CCOC(=O)c1ccccc1NC(=O)c1c(O)[nH]c(=S)[nH]c1=O	-0.3	.	4.5	3.2	1.9	.	.	-6.7	2.6
